# SENP1 FRET inh – SENP1 (human) catalytic domain inhibition. Q9P0U3. recombinant SENP1 catalytic domain, CyPet-SUMO1-YPet FRET cleavage. inhibition, % at 10 µM. 360,000 compounds, 0.21% hits. AID 624204;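 active means inhibition at least 30% at 10 µM, raw YFP signal under a set limit, fluorescence ratio 0.5 to 1.5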;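 further: 0% = enzyme with DMSO and 100% = no enzyme wells; some results filed as inactive read as strong as hits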
#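 system = hSENP1 catalytic domain, recombinant | reagent = SFCypet-SUMO1-SFYpet substrate at 25 nM | doses = one dose per compound, 10 µM, 0.5% DMSO | incubation = enzyme reaction for 50 min at room temperature, dark | measured by = FRET, CFP and YFP emission | controls = no-enzyme low, enzyme-DMSO high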
# PfGluPho inh – PfG6PD (Plasmodium falciparum) enzyme inhibition. PfGluPho enzyme, NADPH resazurin-diaphorase fluorescence. inhibition, % at 20 µM. 350,000 compounds, 0.78% hits;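 active means inhibition reaching at least a set limit at 20 µM in the primary screen, cut at about 59% in these data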;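 further: 0% = DMSO wells with substrate and 100% = DMSO wells lacking glucose-6-phosphate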
# Apaf-1 inh – blocks human Apaf-1 apoptosome activity. O14727. reconstituted apoptosome caspase-3 activity, DEVD-Rh110 fluorescence. inhibition, % at 20 µM. 330,000 compounds, 0.71% hits. AID 489030; active means inhibition of at least 40% at 20 µM;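 further: plate controls were DMSO wells for no effect and DEVD-CHO caspase inhibitor wells for full effect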
# Target sequence (O14727 whole entry, looked up): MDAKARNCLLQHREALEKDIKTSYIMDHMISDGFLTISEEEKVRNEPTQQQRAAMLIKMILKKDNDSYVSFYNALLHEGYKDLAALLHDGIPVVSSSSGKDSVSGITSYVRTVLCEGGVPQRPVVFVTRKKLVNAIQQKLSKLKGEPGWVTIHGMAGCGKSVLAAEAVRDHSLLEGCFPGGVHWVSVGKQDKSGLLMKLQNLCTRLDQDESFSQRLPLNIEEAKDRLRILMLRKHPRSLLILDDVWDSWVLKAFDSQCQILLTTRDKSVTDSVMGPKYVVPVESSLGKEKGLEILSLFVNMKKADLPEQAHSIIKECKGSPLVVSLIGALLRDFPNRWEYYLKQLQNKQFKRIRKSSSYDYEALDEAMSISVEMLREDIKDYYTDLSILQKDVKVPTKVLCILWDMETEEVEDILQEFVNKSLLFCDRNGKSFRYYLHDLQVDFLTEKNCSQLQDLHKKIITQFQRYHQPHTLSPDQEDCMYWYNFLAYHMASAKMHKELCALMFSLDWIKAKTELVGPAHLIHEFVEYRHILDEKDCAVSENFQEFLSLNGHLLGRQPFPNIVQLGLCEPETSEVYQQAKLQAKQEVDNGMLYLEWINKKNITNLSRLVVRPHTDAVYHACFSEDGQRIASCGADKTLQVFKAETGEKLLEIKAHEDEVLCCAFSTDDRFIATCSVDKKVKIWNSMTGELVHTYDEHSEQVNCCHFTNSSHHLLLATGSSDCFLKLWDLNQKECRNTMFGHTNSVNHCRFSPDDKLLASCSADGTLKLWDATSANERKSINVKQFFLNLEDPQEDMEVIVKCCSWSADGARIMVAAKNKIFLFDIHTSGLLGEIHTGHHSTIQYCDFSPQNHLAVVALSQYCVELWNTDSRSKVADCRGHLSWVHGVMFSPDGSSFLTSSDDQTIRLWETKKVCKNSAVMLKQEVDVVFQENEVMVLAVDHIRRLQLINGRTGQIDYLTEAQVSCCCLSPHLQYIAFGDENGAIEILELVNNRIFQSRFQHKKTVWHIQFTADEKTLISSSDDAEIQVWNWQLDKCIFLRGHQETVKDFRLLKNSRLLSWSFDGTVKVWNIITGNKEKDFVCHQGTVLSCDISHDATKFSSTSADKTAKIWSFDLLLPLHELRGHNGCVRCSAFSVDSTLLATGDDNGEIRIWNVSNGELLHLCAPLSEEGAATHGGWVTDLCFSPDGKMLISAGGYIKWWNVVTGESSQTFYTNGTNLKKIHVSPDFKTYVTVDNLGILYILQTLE
#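 Material: reconstituted apoptosome with Apaf-1, cytochrome c, caspase-9, procaspase-3, dATP. Technique: Rh110 fluorescence intensity. Buffer or medium: pH 7.5 Hepes buffer with CHAPS, BSA, DTT. Times: 30 min plus 50 min, RT.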
# SENP8 block-1 – inhibitors of human SENP8 protease; Q96LD8; recombinant SENP8, Nedd8 substrate fluorescence; inhibition, % at 20 µM; 360,000 compounds, 0.64% hits; AID 602440; in the data active means inhibition mostly above about 40%, no sharp cut-off; inactive means mostly below about 27%
# HKDC1 inh – HKDC1 (human) hexokinase inhibition; Q2TB90; recombinant HKDC1, G6PDH/diaphorase resazurin coupled fluorescence; inhibition, % at 20 µM; 340,000 compounds, 0.16% hits; AID 493160;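 active means inhibition above about 35% when tested at 20 µM, limit read from the data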;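 further: plate controls were DMSO wells with enzyme for no effect and DMSO wells lacking enzyme for full effect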
#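 Material: recombinant HKDC1 hexokinase; Amount: HKDC1 at 5 µg/mL; Medium: Tris pH 8.0 buffer with MgCl2, Tween-20, BSA, BME; Schedule: 90 min reaction incubation at room temperature, dark; Technique: coupled resazurin fluorescence, excitation 525 nm, emission 613 nm.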
# SENP7 block – inhibitors of human SENP7 protease; Q9BQF6; recombinant SENP7, Z-RLRGG-aminoluciferin luminescence, 40 min; inhibition, % at 5 µM; 330,000 compounds, 1.5% hits; AID 434973;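 active means inhibition above about 50% at the single test dose, limit read from the data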;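 further: plate controls were DMSO with enzyme for no effect and no enzyme buffer wells for full effect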
# SENP6 inh – inhibitors of human SENP6 protease. 330,000 compounds, 1.8% hits. inhibition, % at 10 µM. Recombinant SENP6 catalytic domain, aminoluciferin luminescence. AID 2599. Q9GZR1;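 active means inhibition above about 50% at the single tested dose, limit read from the data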;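 further: plate controls were DMSO wells with enzyme for no effect and DMSO wells lacking enzyme for full effect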
# SENP8 block-2 – SENP8 protease inhibition; purified SENP8, Z-RLRGG-aminoluciferin cleavage, luminescence; inhibition, % at 10 µM; 330,000 compounds, 1.2% hits; AID 2540; in the data active means inhibition above about 50%
# * hit, by the source's call; / = no result given; & = joins results of further samples.
SMILES,SENP1 FRET inh,PfGluPho inh,Apaf-1 inh,SENP8 block-1,HKDC1 inh,SENP7 block,SENP6 inh,SENP8 block-2
CCCS(=O)(=O)c1ccc(COC(=O)c2cccc(NC(=O)C(C)C)c2)cc1,3,-3,4,7,1,7,-5,3
OCCCNc1ncnc2c1cnn2-c1ccc(Cl)cc1,-117,15,4,-10,2,6,7,-6
COc1ccccc1CN(C)C(=O)c1cc(-c2cc(OC)c(OC)c(OC)c2)nc2ccccc12,-1,22,33,-303,-3,-7,-8,4
CCN1C(C)=C(C)S/C1=C1\SC(=S)N(N)C1=O,-72,12,-6,7,-9,6,2,3
Cn1c(SCC(=O)N2CCN(c3ccccc3)CC2)nnc1-c1cc2ccccc2o1,2,-11,-1,4,-8,-1,-18,-9
Cc1cc(C)c(C2=CC(c3ccccc3)n3ncnc3N2)cc1C (stereo not drawn),/,/,-215,/,/,6,-16,2
COc1ccccc1/C=C/C(=O)NC(=S)Nc1ccccn1,-2,-4,6,-36,10,0,14,0
Cc1ccc(OCC(O)CNS(=O)(=O)c2ccccc2C(=O)N2CCCCC2)cc1 (stereo not drawn),1,-2,10,7,0,2,4,2
CCOC(=O)N1CCN(CCC(=O)Nc2ccc(OC)cc2)CC1,1,-9,10,13,1,-8,-9,-6
O=C(NCCc1ccccc1)C1CCCN1C(=O)Nc1cccc(Cl)c1 (stereo not drawn),-3,-7,-1,4,1,-5,-1,-4
COc1ccc(C2=NN(c3nc(C(=O)O)cs3)C(O)(C(F)(F)F)C2)c(OC)c1 (stereo not drawn),1,-10,7,-471,-10,-2,-20,-6
CCOC(=O)c1c(NC(=O)CN2C(=O)NC3(CCCCC3C)C2=O)sc(C)c1CC (stereo not drawn),-1,19,37,-9,1,6,0,8
CCC1(C)CC(CCN(Cc2ccco2)C(C)=O)(c2ccccc2)CCO1 (stereo not drawn),-2,-1,-3,22,15,-11,-2,-4
CNC(=S)NNC(=O)c1sc2cc(C(F)(F)F)cnc2c1-c1cccnc1,9,30,-2,-390,-3,4,20,9
O=C1OC(CCl)CN1Cc1c(Cl)cccc1Cl (stereo not drawn),2,-7,-21,0,-4,-4,-4,3
CC(C)C[C@H](NC(=O)N1CCn2c1nc1ccccc12)C(=O)NCC1CCCO1 (stereo partly drawn),2,-2,-11,4,4,3,9,-1
COc1ccc(OC)c(NC(=O)CSc2ncnc3c2cnn3-c2ccccc2Cl)c1,0,-17,19,18,6,0,-13,-17
COCCSc1nc(N)c(NC(=O)c2ccc(OC)cc2)c(=O)[nH]1,2,-3,-2,10,-9,-8,-1,-15
Cc1cccc(C)c1NC(=O)CN1C(=O)COc2ccccc21,0,-8,6,1,-3,2,-1,-10
COc1cc(C)ccc1OCCCCOc1ccccc1C(C)=O,-1,21,18,12,-3,0,-9,-13
Cc1nc([N+](=O)[O-])cn1CC(=O)Nc1ccc(F)c(Cl)c1,0,-6,-8,17,-5,-2,0,3
COc1ccc(S(=O)(=O)n2nc(OC(C)=O)cc2N(C(C)=O)C(C)=O)cc1,0,-9,-4,25,2,-4,-12,1
COc1ccccc1-n1c(SCC(=O)N2CCCC2)nnc1-c1ccccc1,3,-6,-6,20,0,-5,-5,-4
CC(C)(C)C(=O)/C(C#N)=C/c1cccs1,1,-1,5,5,1,-3,-16,-6

# Some of these compounds in order of count of non-hydrogen atoms, lowest first.
SMILES,SENP1 FRET inh,PfGluPho inh,Apaf-1 inh,SENP8 block-1,HKDC1 inh,SENP7 block,SENP6 inh,SENP8 block-2
Cc1nc([N+](=O)[O-])cn1CC(=O)Nc1ccc(F)c(Cl)c1,0,-6,-8,17,-5,-2,0,3
Cc1cccc(C)c1NC(=O)CN1C(=O)COc2ccccc21,0,-8,6,1,-3,2,-1,-10
CNC(=S)NNC(=O)c1sc2cc(C(F)(F)F)cnc2c1-c1cccnc1,9,30,-2,-390,-3,4,20,9

# (cont.)
SMILES,SENP1 FRET inh,PfGluPho inh,Apaf-1 inh,SENP8 block-1,HKDC1 inh,SENP7 block,SENP6 inh,SENP8 block-2
CC(C(=O)c1ccc(-c2ccccc2)cc1)[n+]1cccc(C(N)=O)c1 (stereo not drawn),-1,-18,-3,4,2,2,2,-5
Cc1ccc(NC(=O)C/C(N)=N/OC(=O)c2ccccc2)cc1,4,-15,-4,18,7,4,2,3
CCN=c1scc(-c2ccc3c(c2)NC(=O)CO3)n1N=C1CCCC1,-11&-21,10&27,18,8&10,-1&-4,1,-6,-3
CC(C)(C)OC(=O)N/N=C\c1cccnc1,0,-1,10,9,-10,-14,-11,-13
Cc1cc(C)cc(NC(=O)COC(=O)c2cc(=O)[nH]c(=O)[nH]2)c1,1,1,3,6,-5,-1,-5,-2
Cc1ccccc1C(=O)NCCN=C1NS(=O)(=O)c2ccccc21,3,6,-4,-3,-8,-9,-1,-2
C/C(=N\NC(=O)C1CCCN(S(=O)(=O)c2ccccc2)C1)c1ccncc1 (stereo not drawn),2,-14,0,10,-9,0,-19,-5
Cc1ccc(Cn2nnc(C(=O)Nc3cccc(C)c3C)c2N)cc1,1,10,9,18,-4,7,-4,1
CCc1c(C)c2ccc(OCC(=O)OC(C)C)c(C)c2oc1=O,0,-6,-2,-89,-5,-2,-13,-3
Cc1cccc2cc(/C=N/Nc3ccc(C(=O)O)cc3)c(Cl)nc12,-36,-19,-2,-32,3,5,83*,77*
O=C(Nc1ccc2c(c1)CCCN2C(=O)c1ccco1)c1cc([N+](=O)[O-])ccc1Cl,1,-10,6,3,4,3,-18,-11
O=[N+]([O-])/C(C(Cl)=C(Cl)Cl)=C(/NC1CC1)Sc1ccccc1,0,26,9,16,-16,-3,2,3
O=C(Nc1cccc(-c2cn3ccccc3n2)c1)c1ccccc1,-1,7,5,-61,0,-1,-18,-4
N#Cc1c(C(F)(F)F)cc(-c2ccccc2Cl)[nH]c1=O,-46,-31,13,-280,3,6,15,-7
Cc1ccc2c(c1)C1CN(C)CCC1N2S(=O)(=O)c1cccc(C(F)(F)F)c1 (stereo not drawn),0,9,37,-4,2,-11,-17,-14
CCOc1cc([N+](=O)[O-])cc(/C=N/NC(=O)c2c(-c3ccccc3)noc2C)c1O,-19,-12,0,13,-13,-6,-7,6
COc1ccc(C(=O)NNC(=O)c2snnc2C)cc1,2,-3,-14,19,-5,-3,-6,-2
Cc1c(NC(=S)Nc2cccc(Cl)c2)c(=O)n(-c2ccccc2)n1C,2,1,-1,10,-7,-2,-10,-3
COc1ccc(C2=NOC(C(=O)NCc3ccco3)C2)cc1OC (stereo not drawn),0,6,/,7,-13,/,/,/
CCOc1cc(Br)c(C(C)NC(=O)c2cccnc2)cc1OCC (stereo not drawn),1,3,-8,4,0,4,-7,2
O=C(CCCOc1ccc(Cl)cc1Cl)NCC1CCCO1 (stereo not drawn),-1,5,4,12,5,-1,-17,-8
O=C(C1CC1)N1c2ccccc2Sc2ccccc21,1,-10,5,16,-5,2,-4,-2
COc1ccc(/C=N/NC(=O)c2ccc(C)cc2)cc1CN1CCN(c2ccc(F)cc2)CC1,0,-11,10,-4,-1,-16,-12,2
CN(C)/C=C1\N=C(c2ccccc2)OC1=O,2,-6,-14,14,-5,15,-2,-1
COCCNC(=O)CN(C(=O)c1ccc(N2CCCC2)nc1)c1ccc(Cl)cc1,1,-9,2,0,-2,-5,-11,-7

# Structural class, the entries above with four or more nitrogen atoms.
SMILES,SENP1 FRET inh,PfGluPho inh,Apaf-1 inh,SENP8 block-1,HKDC1 inh,SENP7 block,SENP6 inh,SENP8 block-2
OCCCNc1ncnc2c1cnn2-c1ccc(Cl)cc1,-117,15,4,-10,2,6,7,-6
Cn1c(SCC(=O)N2CCN(c3ccccc3)CC2)nnc1-c1cc2ccccc2o1,2,-11,-1,4,-8,-1,-18,-9
Cc1cc(C)c(C2=CC(c3ccccc3)n3ncnc3N2)cc1C (stereo not drawn),/,/,-215,/,/,6,-16,2
CNC(=S)NNC(=O)c1sc2cc(C(F)(F)F)cnc2c1-c1cccnc1,9,30,-2,-390,-3,4,20,9
CC(C)C[C@H](NC(=O)N1CCn2c1nc1ccccc12)C(=O)NCC1CCCO1 (stereo partly drawn),2,-2,-11,4,4,3,9,-1
COc1ccc(OC)c(NC(=O)CSc2ncnc3c2cnn3-c2ccccc2Cl)c1,0,-17,19,18,6,0,-13,-17
COCCSc1nc(N)c(NC(=O)c2ccc(OC)cc2)c(=O)[nH]1,2,-3,-2,10,-9,-8,-1,-15
Cc1nc([N+](=O)[O-])cn1CC(=O)Nc1ccc(F)c(Cl)c1,0,-6,-8,17,-5,-2,0,3
COc1ccccc1-n1c(SCC(=O)N2CCCC2)nnc1-c1ccccc1,3,-6,-6,20,0,-5,-5,-4
CCN=c1scc(-c2ccc3c(c2)NC(=O)CO3)n1N=C1CCCC1,-11&-21,10&27,18,8&10,-1&-4,1,-6,-3
C/C(=N\NC(=O)C1CCCN(S(=O)(=O)c2ccccc2)C1)c1ccncc1 (stereo not drawn),2,-14,0,10,-9,0,-19,-5
Cc1ccc(Cn2nnc(C(=O)Nc3cccc(C)c3C)c2N)cc1,1,10,9,18,-4,7,-4,1
CCOc1cc([N+](=O)[O-])cc(/C=N/NC(=O)c2c(-c3ccccc3)noc2C)c1O,-19,-12,0,13,-13,-6,-7,6
COc1ccc(C(=O)NNC(=O)c2snnc2C)cc1,2,-3,-14,19,-5,-3,-6,-2
Cc1c(NC(=S)Nc2cccc(Cl)c2)c(=O)n(-c2ccccc2)n1C,2,1,-1,10,-7,-2,-10,-3
COc1ccc(/C=N/NC(=O)c2ccc(C)cc2)cc1CN1CCN(c2ccc(F)cc2)CC1,0,-11,10,-4,-1,-16,-12,2
COCCNC(=O)CN(C(=O)c1ccc(N2CCCC2)nc1)c1ccc(Cl)cc1,1,-9,2,0,-2,-5,-11,-7

# Random draw from the library (roughly 3.6% active in at least one column).
